Assay outcomes (PubChem BioAssay)
Dengue-2 NS5 capping: Dengue-2 NS5 methyltransferase inhibitors, primary screen, biochemical, confirmation dose response (AID 588689) | 340,000 compounds, 0.3% hits | Dengue-2 NS5 methyltransferase capping enzyme assay, biochemical; higher % means a stronger effect | inhibition, % at 25 µM, or IC50 in µM where a hit was titrated; in the data active means a potency from the dose series
Numbers without * were called inactive.

SMILES | Dengue-2 NS5 capping
Cc1ccc(NS(=O)(=O)c2ccc(-c3coc(C)n3)cc2)c(Cl)c1 | -0.6%
OCC1OC(Nc2ccccc2C=NO)C(O)C1O (stereo not given) | -2.3%
COc1ccc(Br)cc1CNC(=O)C1CCCN(S(=O)(=O)N2CCC(C)CC2)C1 (stereo not given) | 1.1%
Clc1cc(Cl)cc(Nc2ccccc2CN(C/C=C/c2ccc3c(c2)OCO3)Cc2ccccc2)c1 | 1.2%
CCc1ccc(NC(=O)c2cc(S(=O)(=O)N3CCCC3)ccc2F)cc1 | 6.6%
C[C@H](CO)N1C[C@H](C)[C@H](CN(C)S(=O)(=O)c2ccc3ccccc3c2)OCc2cnnn2CCCC1=O | 1.7%
O=[N+]([O-])c1cc2ccccc2c(O)c1O | 7.79µM*
COc1cc(OCc2ccccc2)c(CC(=O)O)c([N+](=O)[O-])c1 | -2.9%
CCOC(=O)C1=C(C)NC(C)=C(C(=O)OCC)C1c1ccncc1 | -4.6%
Nc1cc(C(=O)N2CCN(c3ccccc3Cl)CC2)ccc1N1CC2CC(C1)c1cccc(=O)n1C2 (stereo not given) | 7.1%
CCC1NC(=O)c2cc3ccccc3cc2-n2c1nc1ccc(F)cc1c2=O (stereo not given) | 2.2%
COc1ccc(S(=O)(=O)N(C)C[C@@H]2OCc3cnnn3CCCC(=O)N([C@@H](C)CO)C[C@@H]2C)cc1 | -4.6%

In the list so far, three contain a Cl atom.
SMILES | Dengue-2 NS5 capping
Cc1ccc(NS(=O)(=O)c2ccc(-c3coc(C)n3)cc2)c(Cl)c1 | -0.6%
Clc1cc(Cl)cc(Nc2ccccc2CN(C/C=C/c2ccc3c(c2)OCO3)Cc2ccccc2)c1 | 1.2%
Nc1cc(C(=O)N2CCN(c3ccccc3Cl)CC2)ccc1N1CC2CC(C1)c1cccc(=O)n1C2 (stereo not given) | 7.1%

(list continues)
SMILES | Dengue-2 NS5 capping
C/C(=N\NC(=O)c1nnn(-c2nonc2N)c1CSc1ccc(C)cc1)c1cccs1 | -5.1%
O=c1[nH]c2ccc(Br)cc2c(=O)o1 | 2.3%
CC(C)CC1C(=O)N(Cc2cn(CC3CCCCC3)nn2)CCS(=O)(=O)N1Cc1ccc(-c2ccncc2)cc1 (stereo not given) | -1.7%
Cc1ccc2ccc(C#N)cc2c1O | 29.1%
CCN(CC(=O)Nc1ccc(NC(C)=O)cc1)C(=O)C1(c2ccc(Cl)cc2)CCC1 | -2.9%
COCOCCn1cc(CN2CCS(=O)(=O)N(Cc3ccc(-c4cccc(CO)c4)cc3)C(C(C)C)C2=O)nn1 (stereo not given) | -7.0%
Nc1ccn([C@@H]2O[C@H](CNCc3cccc(OC4CCCC4)c3)[C@@H](O)[C@H]2O)c(=O)n1 | -1.1%
Cc1cccc(C)c1NC(=O)CNC(=O)c1ccc(N2CCOCC2)c([N+](=O)[O-])c1 | 0.0%
COc1ccc2ccccc2c1C=NN1CCCCC1 | -2.9%
Cc1cccc(C(=O)OCC(=O)Nc2sccc2C(N)=O)c1C | 3.3%
O=C(C[C@@H]1C[C@H]2c3cc(NC(=O)Nc4ccccc4F)ccc3O[C@H]2[C@H](CO)O1)NCC(F)(F)F | -8.1%
C/C(CC(=O)Nc1ccc(N(C)C)cc1)=N\NC(=O)c1ccccc1Cl | 8.2%
C#CCN(C[C@H]1[C@H](OC(=O)NCc2ccccc2)[C@H](OC(=O)NCc2ccccc2)C[C@@H](C(=O)OC)[C@H]1C(=O)OC)S(=O)(=O)c1ccc(C)cc1 | 2.3%
COc1ccccc1N1CCN(S(=O)(=O)c2ccc([N+](=O)[O-])cc2)CC1 | 1.6%
O=C(NCCNC(=O)c1ccc(-c2cccc(Cl)c2)o1)c1cnccn1 | 1.6%
COc1ccc(CN2C(=O)C(CC(=O)NCc3ccco3)CC(C(=O)N(C)C)=C2C)cc1 (stereo not given) | 9.1%
CC(=O)NCC1(c2ccccc2)CCN(CCCC(=O)c2ccc(F)cc2)CC1 | 4.6%
Cc1ccc([C@@H]2C[C@H]3[C@@H](CN2S(=O)(=O)c2ccc(Cl)cc2)C(=O)C[C@@H](c2ccc(Cl)cc2)N3S(=O)(=O)c2ccccc2C)cc1 | 2.2%
COc1ccc(C(C#N)CC(=O)c2ccc3c(c2)OCO3)cc1OC (stereo not given) | 1.1%
C[C@H](CO)N1C[C@H](C)[C@H](CN(C)S(=O)(=O)c2ccc(Oc3ccccc3)nc2)OCc2cnnn2CCCC1=O | -3.5%
CCCCCCN1C[C@@H](O)[C@H](n2cc(COC(=O)c3ccccc3)nn2)C[C@@H]1c1ccc(OC)cc1 | 2.8%
COc1ccc(C2NC(=O)c3ccccc3N2)c(OC)c1OC (stereo not given) | 0.0%
Cc1noc(NS(=O)(=O)c2ccc(NS(=O)(=O)c3ccc(C(C)(C)C)cc3)cc2)c1C | 15.4%
CC1CCCCC1=NNC(=O)c1ccccc1 (stereo not given) | -4.0%
Cc1ccc([C@H]2C[C@@H](O)[C@H](n3cc(-c4ccc(F)cc4)nn3)CN2Cc2cccs2)cc1 | -1.2%
CN1CCCC1=Nc1ccccc1 | 2.9%
COc1ccc(CNC(=O)O[C@H]2Cn3c(=O)ccc(=O)n3[C@@H]3CN(S(=O)(=O)c4ccc(C)cc4)C[C@]23O)cc1OC | -32.9%
CCCCCCN1C[C@@H](O)[C@H](n2cc(C3CC3)nn2)C[C@@H]1c1ccc(Cl)cc1 | -6.4%
COc1ccc([C@H]2C[C@H](n3cc(COC(=O)c4ccccc4)nn3)[C@@H](O)CN2Cc2cccs2)cc1 | -5.1%
CCN(CC(=O)Nc1c(F)cccc1F)C(=O)CCCSc1nc2ccccc2[nH]1 | -8.1%
C[C@@H]1CN([C@H](C)CO)C(=O)CCCn2nncc2CO[C@H]1CN(C)S(=O)(=O)c1ccc(F)cc1 | 1.7%
Cc1csc(=O)n1CCC(=O)OCC(=O)N(C)c1c(N)n(Cc2ccccc2)c(=O)[nH]c1=O | 0.6%
COc1ccc(N2CCN(C(=O)COC(=O)CC(NC(N)=O)c3ccc(Cl)cc3)CC2)cc1 (stereo not given) | -3.3%
O=C(Nc1cc(Cl)ccc1N1CCOCC1)c1ccc2c(c1)OCO2 | -1.6%
C[C@H](CO)N1C[C@H](C)[C@H](CN(C)S(C)(=O)=O)OCc2ccccc2-c2c(n(C)c3ccccc23)C1=O | -4.5%
CC(C)CC1NC(=O)c2cccnc2-n2c1nc1ccccc1c2=O (stereo not given) | -5.5%
C[C@@H]1CN([C@@H](C)CO)C(=O)c2cc(Br)cnc2O[C@@H]1CN(C)S(C)(=O)=O | -7.0%
COc1ccc(C#Cc2ccc(C3=CC(=O)CC(C)(C)C3=O)cc2)cc1 | 3.3%
C#CCN(C[C@@H]1[C@@H](OC(=O)Nc2cccs2)[C@@H](OC(=O)Nc2cccs2)Cn2c(=O)ccc(=O)n21)S(=O)(=O)c1ccc(C)cc1 | -32.0%
O=C1NN(CCO)C(=S)Nc2ccccc21 | -0.6%
CCC(C(=O)NC(C)(C)C)N(Cc1ccc(OC)cc1)C(=O)c1snc(C(N)=O)c1N (stereo not given) | -2.9%
Cc1ccc2c(c1)CO[C@]21O[C@H](CCO)C[C@H](O)[C@H]1O | -3.5%
N#CC1C(=O)Nc2cccnc21 (stereo not given) | 2.3%
C[C@H]1CN([C@@H](C)CO)C(=O)CCCn2nncc2CO[C@@H]1CN(C)Cc1ccc2c(c1)OCCO2 | 5.5%
CCc1cc(C(=O)Nc2cc(S(=O)(=O)N3CCCCC3)ccc2N2CCN(C)CC2)sc1C | -0.6%
O=S(=O)(Nc1ccc(NS(=O)(=O)c2ccccc2)c2ccccc12)c1ccccc1 | -0.6%
CCOc1ccccc1Nc1cc(C)nc2ccccc12 | 1.1%
CC(C1SC(=S)NC1=O)C1SC(=S)NC1=O (stereo not given) | -5.7%

Among those listed so far, 6 have a thiophene ring, fused or not:
SMILES | Dengue-2 NS5 capping
C/C(=N\NC(=O)c1nnn(-c2nonc2N)c1CSc1ccc(C)cc1)c1cccs1 | -5.1%
Cc1cccc(C(=O)OCC(=O)Nc2sccc2C(N)=O)c1C | 3.3%
Cc1ccc([C@H]2C[C@@H](O)[C@H](n3cc(-c4ccc(F)cc4)nn3)CN2Cc2cccs2)cc1 | -1.2%
COc1ccc([C@H]2C[C@H](n3cc(COC(=O)c4ccccc4)nn3)[C@@H](O)CN2Cc2cccs2)cc1 | -5.1%
C#CCN(C[C@@H]1[C@@H](OC(=O)Nc2cccs2)[C@@H](OC(=O)Nc2cccs2)Cn2c(=O)ccc(=O)n21)S(=O)(=O)c1ccc(C)cc1 | -32.0%
CCc1cc(C(=O)Nc2cc(S(=O)(=O)N3CCCCC3)ccc2N2CCN(C)CC2)sc1C | -0.6%

Remaining list, next part
SMILES | Dengue-2 NS5 capping
CC1(C)CN(Cc2cccnc2)C(=O)[C@H]1CC(=O)Nc1ccc(Br)cc1 | -4.6%
O=C1[C@H]2[C@@H](c3ccc(C(F)(F)F)cc3)N[C@]3(CCCN(CC4CCCCC4)C3=O)[C@H]2C(=O)N1Cc1ccccc1 | -2.8%
CC1CC(C)CN(S(=O)(=O)c2ccc(F)c(C(=O)NC3CCCCC3C)c2)C1 (stereo not given) | 1.6%
C[C@H](CO)N1C[C@H](C)[C@@H](CN(C)S(=O)(=O)c2ccc(Oc3ccccc3)cc2)OCc2cnnn2CCCC1=O | -0.6%
CCOc1ccc(CNC(=O)C2CCN(S(=O)(=O)N3CCC(C)CC3)CC2)cc1OC | 5.0%
Cc1ccc(NC2CCCN(C(=O)c3cc(C(C)C)nn3C)C2)cc1C (stereo not given) | 1.1%
COc1cccc(CN(C)CC(=O)N2CCN(S(=O)(=O)c3ccccc3)CC2)c1 | -2.7%
C[C@@H]1CN([C@H](C)CO)C(=O)CCCn2cc(nn2)CO[C@H]1CN(C)S(=O)(=O)c1ccccc1C#N | 6.8%
COc1ccncc1-c1ccc(C2=CC(=O)CC(C)(C)C2=O)cc1 | -6.6%
O=Cc1cccc(OCc2cn(CC(=O)c3ccc(O)cc3)nn2)c1 | -11.0%

By substructure: the entries above containing an NH in an aromatic ring (3)
SMILES | Dengue-2 NS5 capping
O=c1[nH]c2ccc(Br)cc2c(=O)o1 | 2.3%
CCN(CC(=O)Nc1c(F)cccc1F)C(=O)CCCSc1nc2ccccc2[nH]1 | -8.1%
Cc1csc(=O)n1CCC(=O)OCC(=O)N(C)c1c(N)n(Cc2ccccc2)c(=O)[nH]c1=O | 0.6%

A second format for some results above:
| SMILES | Dengue-2 NS5 capping |
| --- | --- |
| C[C@H](CO)N1C[C@H](C)[C@@H](CN(C)S(=O)(=O)c2ccc(Oc3ccccc3)cc2)OCc2cnnn2CCCC1=O | -0.6% |
| CCOc1ccc(CNC(=O)C2CCN(S(=O)(=O)N3CCC(C)CC3)CC2)cc1OC | 5.0% |

These rows are one share of the data. The share of hits here may be higher or lower than overall.
